Screening results deposited in PubChem by NCI.
Growth percent in the NCI-60 one-dose screen (48 h, 10 µM unless noted): 100 = growth as untreated, 0 = no growth, -100 = all killed.
A498: A498 renal cancer cells; 76,000 compounds, 5.4% hits
OVCAR-3: OVCAR-3 ovarian cancer; AID 1794787; 79,000 compounds, 7% hits
ACHN: ACHN renal cancer. AID 1794771. 81,000 compounds, 4.9% hits
CAKI-1: CAKI-1 renal cancer | 75,000 compounds, 4.7% hits
OVCAR-8: OVCAR-8 ovarian cancer; AID 1794782; 81,000 compounds, 4.4% hits
TK-10: TK-10 renal cancer cells | 81,000 compounds, 3.9% hits
OVCAR-5: OVCAR-5 ovarian cancer; 82,000 compounds, 2.9% hits
RXF 393: RXF 393 renal cancer cells | 77,000 compounds, 6.9% hits | AID 1794773
* hit, by the source's call; x = no result given; & = joins results of further samples; ! = repeats disagree. Rule for the calls: active = growth percent below 10; inactive = the rest. These rows are one share of the data, so the mix of outcomes need not match the whole.

| SMILES | CAKI-1 | OVCAR-8 | OVCAR-3 | ACHN | TK-10 | RXF 393 | A498 | OVCAR-5 |
| --- | --- | --- | --- | --- | --- | --- | --- | --- |
| C[Si](C)(Oc1ccc(Cl)cc1)Oc1ccc(Cl)cc1 | 119.7 | 90.8 | 92.7 | 99.2 | 111.0 | x | x | 80.9 |
| Cc1ccc(Nc2cc(Br)c(N)c3c2C(=O)c2ccccc2C3=O)cc1 | 83.4 | 92.4 | 148.0 | 106.6 | 127.0 | 43.9 | 110.9 | 100.9 |
| Nc1nc2nc(N=Nc3ccc(Cl)cc3)[nH]c2c(=O)[nH]1 | 98.8 | 98.5 | 95.0 | 105.0 | 96.9 | 112.9 | 107.9 | 94.6 |
| c1ccc2sc(SCN3CCOCC3)nc2c1 | 104.2 | 98.5 | 109.8 | 99.4 | 116.7 | 102.2 | 119.5 | 120.6 |
| O=C(C1CCN(CCc2ccccc2)CC1)N1CCOCC1 | 110.9 | 100.6 | 110.8 | 106.7 | 98.9 | 108.5 | 105.0 | 106.2 |
| c1cncc(-c2nnc3sc(-c4ccc5c(c4)OCCO5)nn23)c1 | 77.1&82.8 | 101.6&100.5 | x | 100.5&102.8 | 68.8&75.8 | 97.5&104.8 | 64.2&87.7 | 99.4&93.4 |
| O=C(CCCCCSc1nc(-c2ccc(Cl)cc2)cc(-c2ccc(Cl)cc2)n1)NO | 55.3 | 50.3 | 76.7 | 55.1 | 60.4 | 54.4 | 89.1 | 56.2 |
| O=C(C(=O)N1CCOCC1)c1ccc(OC2OC(CO)C(O)C(O)C2O)cc1 (stereo not drawn) | 98.5 | 100.2 | 109.8 | 97.9 | 100.9 | 111.5 | 103.8 | 98.2 |
| O=C(N/N=C/c1ccccc1)c1cnc2n(c1=O)CCCCC2 | 95.2 | 99.2 | 110.2 | 102.8 | 106.7 | 105.3 | x | 103.8 |
| CNS(=O)(=O)c1ncnc2nc[nH]c12 | 102.1 | 113.2 | 111.4 | 119.4 | 121.6 | 143.3 | 90.6 | 107.2 |
| O=C1NC(=S)NC(=O)C1Nc1ccc(Br)cc1 | 84.9 | 99.0 | 99.2 | 65.6 | 105.9 | 114.6 | 92.4 | 90.8 |
| COc1cccc(NC(=O)Cn2cc(CN3CCN(c4ccnc5cc(Cl)ccc45)CC3)nn2)c1 | 78.0 | 83.2 | 100.7 | 85.0 | 104.5 | 95.0 | 104.3 | 93.5 |
| Cc1[nH]c(C2CC(c3cccs3)=NN2C)c(C)c1C(=O)NCC(F)(F)F (stereo not drawn) | 92.5 | 101.2 | 114.2 | 101.0 | 117.0 | 98.7 | 98.7 | 100.1 |
| O=c1nc(Nc2nc3ccccc3[nH]2)[nH]c(=O)c2ncccc12 | 80.9 | 105.7 | 103.0 | 102.4 | 118.7 | 99.6 | 100.0 | 95.1 |
| Cc1ccnc(Nc2ccc([N+](=O)[O-])c(NCCN3CCOCC3)n2)c1 | 65.6 | 34.8 | 26.1 | 38.6 | 79.4 | 70.4 | 24.9 | 99.1 |
| O=C(Oc1cccc2cccnc12)c1ccccc1 | 89.7 | 98.6&84.9 | 7.2*! | 103.8&96.5 | 106.9&105.9 | 107.7&99.5 | 116.8 | 107.1&104.9 |
| CC(=O)Nc1ccc(-c2cc3c(NCc4ccc(C(F)(F)F)cc4)ncnc3s2)cc1 | 49.7 | 76.4 | 84.0 | 84.1 | 98.6 | x | 77.4 | 92.6 |
| N=c1cc(N)nc2n1NC(=O)c1ccccc1N2 | 91.1 | 100.5 | 114.2 | 98.3 | x | 118.2 | 95.7 | 106.5 |
| CCOc1cc2ncc(C#N)c(Nc3ccc(OCc4cccc(F)c4)c(Cl)c3)c2cc1NC(=O)CCCCC1CCSS1 (stereo not drawn) | 72.0 | 91.0 | 101.8 | 91.3 | 92.2 | 97.9 | 70.1 | 111.4 |
| CC(=O)c1ccc(-n2ccc(C(F)(F)F)n2)cc1 | 92.4 | 102.5 | 107.6 | 103.8 | 82.4 | 107.0 | x | 92.9 |
| CN(C)c1ccc(C(c2ccc(N(C)C)cc2)c2ccc(N(C)C)cc2)cc1 | 92.9 | 108.9 | 104.9 | 105.2 | 120.6 | 133.3 | 82.9 | 99.5 |
| CC1CCN(Cc2c(O)ccc3cc(-c4nc5ccccc5s4)c(=O)oc23)CC1 | 82.2 | 47.3 | 79.3 | 71.2 | 68.7 | 82.8 | 75.1 | 87.5 |
| Clc1ccc(-n2ncc3c2CCc2cccnc2-3)cc1 | 90.5 | 86.4 | 97.8 | 98.5 | 91.1 | 92.2 | 64.9 | 101.2 |
| CNCCNc1nc2ccccc2c2c(=O)c3cc(OC)ccc3sc12 | 48.0 | 26.3 | -40.7* | 35.4 | -15.1* | 42.4 | 45.7 | 70.8 |
| CCN(CC)C(=O)COc1ccc(C=C2C(=O)N(C)C(=O)N(C)C2=O)cc1 | 98.4 | 105.5 | 108.2 | 105.8 | 111.7 | 118.7 | 92.4 | 108.9 |
| O=C(/C=C/c1ccc(Oc2ccc(Cl)cc2)cc1)c1cc2ccccc2oc1=O | 70.6 | 84.5 | 99.5 | 84.2 | 140.9 | 101.4 | 111.4 | 101.0 |
| Cc1ccc(-c2c(-c3nc4ccccc4s3)c(N)nc3c(N=Nc4ccc(Cl)cc4)c(N)nn23)cc1 | 92.9 | 99.1 | 103.7 | 97.7 | 118.1 | 93.9 | 79.2 | 101.6 |
| N#C/C(=C\c1c2ccccc2cc2ccccc12)C(N)=O | 89.6 | 93.9 | 91.5 | 89.3 | 92.3 | x | 80.9 | 97.4 |
| COc1ccc(N(C(C)=O)c2nc(OC(C)=O)cs2)c(OC)c1 | 99.1 | 99.3 | 104.9 | 101.5 | 121.7 | 89.4 | 99.2 | 99.0 |
| CC(C)(C)CC(C)(C)NCc1ccc(Cl)cc1 | 100.6 | 97.4 | 90.2 | 105.3 | 86.6 | 119.8 | 77.4 | 103.7 |
| CC(C)(C)CC(C)(O)C(C)(O)CC(C)(C)C (stereo not drawn) | 97.7 | 105.9 | 103.3 | 101.9 | 95.8 | 111.2 | 102.9 | 102.1 |
| CCCCCOC(=O)c1cccc(NC(=O)CNCCCC)c1 | x | 98.5 | 101.4 | x | 80.8 | 110.1 | 121.5 | 103.7 |
| CC(=O)c1ccc(-c2cc3ccccc3oc2=O)nc1C | 93.3 | 106.8 | 112.2 | 110.9 | 126.5 | 115.1 | 114.4 | 111.0 |
| Cc1ccc(OCC(O)COc2ccc(C)cc2)cc1 | 88.7 | 89.9 | 100.7 | 104.5 | 96.3 | 80.7 | 113.6 | 85.2 |
| N#CC1(NC2CCCCC2)CCN(Cc2ccccc2)CC1 | 65.7 | 95.9 | 130.3 | 101.8 | 88.5 | 95.3 | 118.5 | 111.5 |
| COc1ccc(C2=NN(C(C)=O)C(c3ccc(Oc4ccnc5cc(Cl)ccc45)c(OC)c3)C2)cc1 (stereo not drawn) | 47.9 | 24.0 | 37.1 | 22.9 | 36.6 | 23.0 | 66.3 | 84.4 |
| c1ccc(C(NC2CC3CCC2C3)c2ccccc2)cc1 (stereo not drawn) | 87.7 | 105.1 | 113.6 | 98.9 | 95.9 | 101.6 | 115.6 | 101.4 |
| CCSc1n[nH]c(=O)n1C | 101.8 | 92.4 | 121.5 | 110.4 | 106.1 | 107.4 | 120.4 | 117.2 |
| Cn1cc(-c2nn3cc(-c4cccnc4)nc3s2)c2cc(Cl)ccc21 | 77.8 | 96.0 | x | 89.4 | 154.9 | 116.2 | 100.0 | 102.5 |
| COc1cc([N+](=O)[O-])c(Cl)cc1N | x | 93.6 | 107.0 | 110.0 | 90.5 | 108.5 | 100.4 | 96.0 |
| CC1=CC23OCC(=O)N2c2ccccc2C(O)C3C(C)=C1 (stereo not drawn) | x | 97.3 | 98.6 | 101.6 | 104.9 | 109.5 | 103.9 | 97.9 |
| C/C(=N\Nc1cc(C)c2ccccc2n1)c1ccccn1 | -15.1* | -23.3* | -0.3* | -47.1* | -12.9* | -77.4* | 19.2 | 20.6 |
| COc1ccc(-c2cc(-c3cccnc3)nc(SCC#N)c2C#N)cc1OC | 82.9 | 99.0 | 95.3 | 99.5 | 115.7 | 113.6 | 108.9 | 94.0 |

13 entries from above, with two lines to a compound:
Every second line gives: CAKI-1	OVCAR-8	OVCAR-3	ACHN	TK-10	RXF 393	A498	OVCAR-5
- COc1ccc(N(C(C)=O)c2nc(OC(C)=O)cs2)c(OC)c1
  99.1	99.3	104.9	101.5	121.7	89.4	99.2	99.0
- CC(C)(C)CC(C)(C)NCc1ccc(Cl)cc1
  100.6	97.4	90.2	105.3	86.6	119.8	77.4	103.7
- CC(C)(C)CC(C)(O)C(C)(O)CC(C)(C)C (stereo not drawn)
  97.7	105.9	103.3	101.9	95.8	111.2	102.9	102.1
- CCCCCOC(=O)c1cccc(NC(=O)CNCCCC)c1
  x	98.5	101.4	x	80.8	110.1	121.5	103.7
- CC(=O)c1ccc(-c2cc3ccccc3oc2=O)nc1C
  93.3	106.8	112.2	110.9	126.5	115.1	114.4	111.0
- Cc1ccc(OCC(O)COc2ccc(C)cc2)cc1
  88.7	89.9	100.7	104.5	96.3	80.7	113.6	85.2
- N#CC1(NC2CCCCC2)CCN(Cc2ccccc2)CC1
  65.7	95.9	130.3	101.8	88.5	95.3	118.5	111.5
- COc1ccc(C2=NN(C(C)=O)C(c3ccc(Oc4ccnc5cc(Cl)ccc45)c(OC)c3)C2)cc1 (stereo not drawn)
  47.9	24.0	37.1	22.9	36.6	23.0	66.3	84.4
- c1ccc(C(NC2CC3CCC2C3)c2ccccc2)cc1 (stereo not drawn)
  87.7	105.1	113.6	98.9	95.9	101.6	115.6	101.4
- CCSc1n[nH]c(=O)n1C
  101.8	92.4	121.5	110.4	106.1	107.4	120.4	117.2
- Cn1cc(-c2nn3cc(-c4cccnc4)nc3s2)c2cc(Cl)ccc21
  77.8	96.0	x	89.4	154.9	116.2	100.0	102.5
- COc1cc([N+](=O)[O-])c(Cl)cc1N
  x	93.6	107.0	110.0	90.5	108.5	100.4	96.0
- CC1=CC23OCC(=O)N2c2ccccc2C(O)C3C(C)=C1 (stereo not drawn)
  x	97.3	98.6	101.6	104.9	109.5	103.9	97.9
